Screening data as filed in PubChem BioAssay.
NF-kB expr up = activators of NF-kB expression in neurons, primary screen, cell-based, HTS; human neuronal cells, NF-kB reporter expression; active compounds read high; fold change at 12.5 µM; actives 1.6% (n = 190,000); AID 1239, 2008; in the data active = fold change above about 3.3
DTT redox prof = compounds producing H2O2 with reducing agent – biochemical, NIH compound library profiling, artefact control for MLSCN library redox annotation, primary screen | DTT-dependent redox cycling H2O2, phenol red/HRP absorbance; 100% = 100 µM peroxide control, 0% = buffer | activation, % at 10 µM | actives 0.03% (n = 200,000) | AID 878, 2007;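 active = activation of at least 50% relative to the plate's high and low controls in the primary single-dose screen; inactive = activation below 50%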;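 note: compound incubated with DTT at 0.8 mM final as the reducing agent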
G6PDH counter = L. mesenteroides G6PDH inhibitors, counter-screen for G6PDH-coupled screening assays, biochemical, Leuconostoc mesenteroides enzyme. Purified L. mesenteroides G6PDH, diaphorase/resazurin coupled fluorescence, 45 min. inhibition, % at 5 µM. actives 0.12% (n = 200,000); in the data active = inhibition above about 50%
FLuc inhib CS = firefly luciferase enzyme inhibitors, primary screen, artefact control for luciferase-based inhibitor screens, biochemical, luminescence, ATPLite. Luciferin 4-monooxygenase (Photinus pyralis), P08659. 10 min. inhibition, % at 10 µM. actives 1.5% (n = 200,000). AID 1006, 2008;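 active = inhibition above about 50% when tested at 10 µM, limit read from the data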
Target sequence (P08659 whole entry, looked up): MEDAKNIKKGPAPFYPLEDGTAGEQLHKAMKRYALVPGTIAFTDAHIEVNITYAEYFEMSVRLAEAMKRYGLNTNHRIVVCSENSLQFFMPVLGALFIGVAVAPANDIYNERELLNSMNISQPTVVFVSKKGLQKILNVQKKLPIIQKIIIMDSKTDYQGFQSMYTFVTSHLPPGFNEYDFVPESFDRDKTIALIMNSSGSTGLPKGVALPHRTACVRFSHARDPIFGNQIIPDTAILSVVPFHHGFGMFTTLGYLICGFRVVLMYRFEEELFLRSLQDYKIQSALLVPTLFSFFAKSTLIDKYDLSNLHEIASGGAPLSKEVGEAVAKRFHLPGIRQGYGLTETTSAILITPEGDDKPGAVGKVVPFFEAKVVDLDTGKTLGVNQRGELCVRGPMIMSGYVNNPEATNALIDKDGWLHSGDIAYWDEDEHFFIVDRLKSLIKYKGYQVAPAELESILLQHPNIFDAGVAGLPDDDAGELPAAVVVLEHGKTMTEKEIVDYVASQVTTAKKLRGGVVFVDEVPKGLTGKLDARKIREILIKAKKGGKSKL
Efa HMGR inh = inhibitors of E. faecalis class II HMGR, primary screen, biochemical, Enterococcus faecalis | HMG-CoA reductase (Enterococcus faecalis, mvaE) | purified E. faecalis HMGR, NADPH absorbance 340 nm kinetic | inhibition, % at 10 µM | actives 0.41% (n = 190,000) | AID 1066, 2008;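 active = inhibition above a set limit, the median over all tested compounds plus 3 SD, cut at about 9.5% in these data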;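 note: enzyme runs in reverse so mevalonate oxidation gives rising NADPH absorbance; 0% = complete reaction with DMSO and 100% = background rate lacking mevalonate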
STAT1 activator = STAT1 signaling activators, primary screen, cell-based, HTS, luciferase reporter | NIH 3T3 STAT1-luciferase reporter, IFN-gamma, luminescence; 100% = IFN-gamma alone, no compound | activation (% of control), % at 5.5 µM | actives 2.6% (n = 200,000) | AID 932, 2007;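 active = activation above the screen-wide mean activation plus 3 SD, cut at about 130% in these data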;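 note: raw ratio to IFN-gamma control signal so 100% means no change and 0% no light; values of inactives mirror those of a sister screen read the other way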
FLuc act counter = FLuc activators, initial screening, artefact control for FLuc-dependent activation tests, biochemical, ATPlite luminescence | Luciferin 4-monooxygenase (Photinus pyralis), P08659 | ATPlite luciferase biochemical, 10 min; 0 = ATP-free wells, 1 = DMSO control | activation factor at 10 µM | 200,000 tested, under 10 active;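 active = luciferase activation factor, scaled between plate controls, of at least 2 with compound at 10 µM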
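System: Luciferase/luciferin detection reagent, cell-free biochemical luciferase assay | Medium: PBS buffer for ATP | Dosing: Test compounds dosed from 2 mM stocks in 100% DMSO | Timing: 10 min at ambient temperature | Signal: Luminescence measurement of luciferase light output | Evaluation: Luciferase activation, seen as luminescence increase over controls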
APP transl inh = inhibitors of APP translation via 5'UTR reporter, primary screen, APP 5'UTR luciferase, SH-SY5Y cells; actives 0.82% (n = 190,000); SH-SY5Y APP 5'UTR-luciferase reporter, luminescence; inhibition, % at 2 µM;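 active = inhibition above a set limit, derived from the sample mean plus 3 SD, cut at about 45% in these data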; note: values of inactives mirror those of a sister screen read the other way
Hsp70 act = Hsp70 transcriptional activators, primary screen, cell-based, HeLa, Hsp70 promoter luciferase, luminescence, 10 µM | HeLa Hsp70 promoter luciferase reporter; scaled: vehicle 0, proteasome-inhibitor control 100% | activation, % at 10 µM | actives 0.04% (n = 200,000) | AID 1203, 2008;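 active = activation above the mean across all tested compounds plus 3 SD, cutoff set per campaign, cut at about 5.5% in these data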;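 note: 100% = MG132 at 30 µM as the positive control and 0% = DMSO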
APP 5'UTR act = activators of APP 5'UTR luciferase reporter, primary screen, SH-SY5Y cells; SH-SY5Y APP 5'UTR luciferase reporter, luminescence; zero percent = DMSO vehicle wells; activation, % at 2 µM; actives 1% (n = 190,000);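 active = activation above a set limit, based on mean plus 3 SD of controls, cut at about 140% in these data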; note: values of inactives mirror those of a sister screen read the other way
Starred values were filed as active, the others as inactive; nt = no result given. This is a random part of the collection, and some 5.3% of all compounds hit somewhere here.

Structure	Efa HMGR inh	FLuc act counter	Hsp70 act	STAT1 activator	APP 5'UTR act	DTT redox prof	FLuc inhib CS	G6PDH counter	NF-kB expr up	APP transl inh
COc1ccc(N2CCn3c2nc2c3c(=O)n(CCc3ccccc3)c(=O)n2C)c(OC)c1	-2	1.1	-0.3	90	6	-1.0	-5	1	0.82	-6
COc1ccc(-c2nc3cnccn3c2Nc2ccc3c(c2)OCO3)cc1	-4	1	-0.1	103	-17	-1.0	-2	-29	1.3	17
Cc1c(C(=O)Nc2ccc(Cl)cc2)c2ccccn2c1C(=O)c1ccc([N+](=O)[O-])cc1	-3	1.1	-0.1	105	0	0.1	-7	0	1.2	0
CCOC(=O)N1CCN(C(=O)c2ccc(CN(c3ccc(C)c(C)c3)S(C)(=O)=O)cc2)CC1	-10	1.1	-0.4	75	12	-1.1	-7	-1	0.7	-12
OC[C@@H](O)C1OC2NC(=S)OC2C1O (some centres not stated)	0	1.1	-0.3	98	11	0.1	-5	10	1.2	-11
O=C(NCc1ccccn1)c1nc(-c2cccs2)no1	-4	1.1	0.3	105	10	-0.6	-6	2	1.2	-10
Cc1[nH]nc2c1/C(=N\O)CC(C)(C)C2	-2	1.1	0.1	101	-1	1.3	-8	-2	1.1	1
CNC(=S)N(Cc1cccs1)Cc1cc2ccc(OC)cc2[nH]c1=O	-1	1.1	-0.3	100	-3	-0.4	-6	-20	0.62	3
c1ccc(-c2nnc(SCc3cn4ccsc4n3)o2)cc1	-2	1	-0.2	113	14	1.0	4	0	2.1	-14
CCCC(=O)NC(Nc1cccc(C(F)(F)F)c1)C(Cl)(Cl)Cl (configuration not stated)	0	1.1	-0.2	87	-5	0.9	-5	4	1.1	5
CCOc1cc(S(=O)(=O)N2CCCCC2)ccc1F	1	1	0.0	106	-22	4.7	-1	5	0.98	22
COC(=O)c1ccc(NC(=O)c2cnc3scc(C)n3c2=O)cc1	-1	1	-0.2	99	8	0.1	-3	3	1.3	-8
CC1CCC(n2c(=S)[nH]c3ccccc3c2=O)CC1 (configuration not stated)	-2	1	-0.3	105	5	-8.8	-4	7	0.88	-4
O=S1(=O)CCC(NC(=S)NC2CCS(=O)(=O)C2)C1 (configuration not stated)	-9	1	-0.5	102	-12	0.3	1	8	0.98	12
Cc1noc(C)c1COC(=O)CNC(=O)c1ccc(Cl)cc1	-1	1	-0.1	102	0	-0.7	-3	2	1.3	0

Later entries.
Structure	Efa HMGR inh	FLuc act counter	Hsp70 act	STAT1 activator	APP 5'UTR act	DTT redox prof	FLuc inhib CS	G6PDH counter	NF-kB expr up	APP transl inh
CC1=C(C)NC(=S)SC1	-4	1.1	-0.4	89	-9	0.5	-9	9	1	9
Cc1ccc(C)c(NC(=O)CCC(=O)NNC(=O)c2cccc([N+](=O)[O-])c2)c1	0	1.1	-0.4	99	15	0.7	-8	-11	0.88	-15
COCC(=O)Nc1ccccc1-c1ccccc1	-6	1.1	-0.2	102	-12	-0.1	-7	-1	1.3	12
O=C(N=C1SCC(=O)N1c1ccccc1Cl)c1ccco1	2	1	-0.3	107	55	3.2	2	3	2	-55
Cc1ccc(C)c(Cn2nnc3c(=O)[nH]c(C4CCCN(C(=O)C5CCC5)C4)nc32)c1 (configuration not stated)	-3	1.1	-0.3	102	-11	0.8	-5	3	0.84	11
COc1nc(-c2ccccc2)ccc1-c1noc(-c2ccccc2)n1	3	1	0.2	98	14	-0.3	3	-7	1.2	-14
Cc1cc(C(F)F)n2nc(C(=O)NCc3ccccc3F)nc2n1	-1	1	-0.4	100	-8	3.8	-4	6	1.1	8
COc1ccccc1C(=O)Nn1cnc2ccccc2c1=O	-1	1.1	-0.2	114	1	-0.1	-6	5	1.5	-1
COCCN(C(=S)Nc1cccc(C)c1C)C(C)c1ccco1 (configuration not stated)	5	1	-0.2	98	-2	-0.2	-3	1	0.92	2
O=C(c1ccccc1)N1CCN(C(=S)NCc2ccco2)CC1	-6	1	0.3	95	20	1.7	-2	7	1.1	-20
Cc1[nH]c(=S)[nH]c(=O)c1CCCO	3	1	0.3	93	16	0.8	-1	15	1.1	-16
CC(C)(C)NC(=O)COC(=O)c1ccc(F)cc1Cl	4	1	-0.2	110	-5	-1.6	-5	1	1.5	5
COc1ccc(NC(=S)NC2CC3CCC(C2)N3Cc2ccco2)cc1 (configuration not stated)	-2	1	0.0	108	22	-0.6	0	1	1	-22
COc1ccc(NC(=O)c2nc3nc(C)cc(C(F)F)n3n2)cc1OC	-1	1	-0.1	96	7	-0.8	-3	16	1.2	-7
CCC(C)(C(=O)NC1CCCCC1)N(C(=O)CNC(C)=O)c1c(C)n(C)n(-c2ccccc2)c1=O (configuration not stated)	3	1	-0.2	104	-2	-4.2	-5	2	1.1	2

Additional results.
Structure	Efa HMGR inh	FLuc act counter	Hsp70 act	STAT1 activator	APP 5'UTR act	DTT redox prof	FLuc inhib CS	G6PDH counter	NF-kB expr up	APP transl inh
Cn1nnc(NC(=O)c2ccc(C(C)(C)C)cc2)n1	-1	0.2	0.0	103	78	-3.7	80*	2	2	-78
CCSc1ccccc1C(=O)Nc1ccc(S(=O)(=O)NC(C)=O)cc1	-1	1	-0.3	100	-1	2.0	-4	16	1.2	1
C/C(CCc1ccccc1)=N\NC(=O)COc1ccccc1C	-3	1.1	-0.3	102	14	-0.3	-7	0	1.1	-14
COc1ccc2c3c(cccc13)NN=C2C	nt	nt	-0.3	104	3	1.5	nt	nt	nt	-4
COc1ccc(NC(=O)CN(C)S(=O)(=O)c2cccc3nsnc23)cc1	-2	1	-0.1	104	-3	10	4	2	1.1	3
N#CC(C#N)=C1C=CC=CN1/C(=C\c1ccccc1Cl)C(=O)c1ccccc1	-1	1.1	1.0	68	-92	0.2	-7	3	0.68	92*
C=CCN1C(=O)C(CC(=O)O)SC1=Nc1c(C)n(C)n(-c2ccccc2)c1=O (configuration not stated)	2	1	-0.3	94	17	0.6	0	11	0.97	-16
O=C(COc1ccccc1/C=C1\SC(=O)NC1=O)Nc1ccccc1	-5	1.1	0.2	106	20	-1.4	-5	5	0.99	-20
CCC(Sc1nc(N)c(NC(=O)c2ccc(OC)c(OC)c2)c(=O)[nH]1)C(=O)OC (configuration not stated)	-13	1.1	0.2	104	-1	-0.6	-7	5	1.4	1
Cc1c(Cl)cccc1N(CC(=O)N1CCCCCC1)S(C)(=O)=O	0	1.1	-0.3	106	-2	-0.7	-6	-6	0.94	2
COc1ccc(OC)c(C(c2nnnn2C2CCCC2)N2CCN(c3ccccc3)CC2)c1 (configuration not stated)	2	1.1	-0.4	94	-13	-2.5	-7	6	0.66	14
Cc1cccn2c(=O)c3cc(C(=O)NCc4cccnc4)c(=N)n(C(C)C)c3nc12	-8	1.1	0.4	109	3	0.8	-7	-25	1	-3
S=C(NCCc1ccccn1)Nc1ccccc1	-2	1	0.1	98	22	-0.7	-1	6	1.1	-22
CCCCC1CC(/C(C)=N/NC(N)=O)OC1=O (configuration not stated)	-6	1.1	-0.2	99	2	1.9	-7	4	0.94	-2
O=[N+]([O-])c1ccc(COc2cccc(CNc3ccc(Br)cc3)c2)cc1	-1	1	-0.5	95	-14	1.5	-2	-21	1.2	14

FLuc inhib CS: what is marked active above
| compound | Efa HMGR inh | Hsp70 act | STAT1 activator | APP 5'UTR act | DTT redox prof | FLuc inhib CS | NF-kB expr up | APP transl inh |
| --- | --- | --- | --- | --- | --- | --- | --- | --- |
| Cn1nnc(NC(=O)c2ccc(C(C)(C)C)cc2)n1 | -1 | 0.0 | 103 | 78 | -3.7 | 80* | 2 | -78 |

(cont.)
Structure	Efa HMGR inh	FLuc act counter	Hsp70 act	STAT1 activator	APP 5'UTR act	DTT redox prof	FLuc inhib CS	G6PDH counter	NF-kB expr up	APP transl inh
O=C(/C=C/c1ccccc1)N/C(=C/c1ccccc1)C(=O)Nc1ccc(C(=O)O)cc1	2	1	-0.1	101	2	0.0	-1	-3	1	-2
C/C(=N\N)c1c(-c2ccccc2)c2cc(Br)ccc2[nH]c1=O	0	1.1	-0.3	96	4	-0.1	-10	14	0.98	-4
Nc1c(C(=O)c2ccc(Cl)cc2)oc2ccccc12	-8	1	0.0	109	31	0.0	-1	2	1.8	-31
O=C(N/N=C1\CCCc2ccccc21)c1ccccc1Cl	-1	0.9	0.1	122	-15	-2.1	11	1	1.7	15
COC(=O)c1ccc(COc2ccccc2/C=N/NS(=O)(=O)c2ccccc2)cc1	-2	1	0.1	94	20	-5.2	-3	2	1.6	-20

Results in FLuc act counter and APP transl inh, for 5 of the compounds above:
canonical_smiles,FLuc act counter,APP transl inh
O=C(/C=C/c1ccccc1)N/C(=C/c1ccccc1)C(=O)Nc1ccc(C(=O)O)cc1,1,-2
C/C(=N\N)c1c(-c2ccccc2)c2cc(Br)ccc2[nH]c1=O,1.1,-4
COC(=O)c1ccc(COc2ccccc2/C=N/NS(=O)(=O)c2ccccc2)cc1,1,-20
O=C(N/N=C1\CCCc2ccccc21)c1ccccc1Cl,0.9,15
Nc1c(C(=O)c2ccc(Cl)cc2)oc2ccccc12,1,-31
